# NSD2 inh = inhibitors of human NSD2, primary screen, biochemical, plate reader, single point; inhibition, % at 12.5 µM; actives 0.07% (n = 44,000); Histone-lysine N-methyltransferase NSD2 (Homo sapiens), O96028; NSD2-SET H3K36me1 DELFIA fluorescence; AID 624260, 2012; in the data active means inhibition above about 54%, passing the limit was not always enough;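 further: inhibitors reduce the monomethyl H3K36 fluorescence signal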
# Target sequence (O96028 whole entry, looked up): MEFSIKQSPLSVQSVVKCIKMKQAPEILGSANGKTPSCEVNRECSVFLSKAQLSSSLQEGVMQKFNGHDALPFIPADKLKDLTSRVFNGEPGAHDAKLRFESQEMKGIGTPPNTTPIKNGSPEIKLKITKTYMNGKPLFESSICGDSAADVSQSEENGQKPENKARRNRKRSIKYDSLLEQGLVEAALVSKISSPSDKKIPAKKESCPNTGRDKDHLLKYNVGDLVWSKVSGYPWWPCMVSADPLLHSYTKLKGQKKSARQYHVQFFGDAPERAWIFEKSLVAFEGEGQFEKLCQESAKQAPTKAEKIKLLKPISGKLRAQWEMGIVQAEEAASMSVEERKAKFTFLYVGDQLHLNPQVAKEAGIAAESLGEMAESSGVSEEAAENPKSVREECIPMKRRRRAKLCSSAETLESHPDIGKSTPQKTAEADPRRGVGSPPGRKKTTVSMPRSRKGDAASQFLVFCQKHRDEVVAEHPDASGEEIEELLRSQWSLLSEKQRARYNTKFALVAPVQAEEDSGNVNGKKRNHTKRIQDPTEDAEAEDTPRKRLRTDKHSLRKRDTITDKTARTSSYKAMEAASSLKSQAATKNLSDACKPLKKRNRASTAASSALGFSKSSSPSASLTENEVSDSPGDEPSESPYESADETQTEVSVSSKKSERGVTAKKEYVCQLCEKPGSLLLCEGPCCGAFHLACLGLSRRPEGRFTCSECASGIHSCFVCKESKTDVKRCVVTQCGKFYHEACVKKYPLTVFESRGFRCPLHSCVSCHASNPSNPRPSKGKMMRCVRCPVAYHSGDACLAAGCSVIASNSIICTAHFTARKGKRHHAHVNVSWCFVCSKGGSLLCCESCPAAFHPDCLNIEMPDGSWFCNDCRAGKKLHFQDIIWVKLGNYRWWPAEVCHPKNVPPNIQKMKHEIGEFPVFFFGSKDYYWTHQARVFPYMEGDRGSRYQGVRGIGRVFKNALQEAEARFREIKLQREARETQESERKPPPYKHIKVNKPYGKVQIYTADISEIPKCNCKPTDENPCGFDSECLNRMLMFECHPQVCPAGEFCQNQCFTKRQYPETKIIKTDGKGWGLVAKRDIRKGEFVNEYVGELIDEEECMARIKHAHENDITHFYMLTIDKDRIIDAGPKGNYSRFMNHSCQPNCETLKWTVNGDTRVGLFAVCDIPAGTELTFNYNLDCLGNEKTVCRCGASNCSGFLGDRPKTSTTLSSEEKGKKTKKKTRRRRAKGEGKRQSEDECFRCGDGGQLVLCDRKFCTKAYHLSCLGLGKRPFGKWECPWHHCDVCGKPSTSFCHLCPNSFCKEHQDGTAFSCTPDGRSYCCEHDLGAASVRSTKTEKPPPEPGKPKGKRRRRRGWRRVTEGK
# An asterisk follows results filed as active. An excerpt (hit frequency here may not be typical).
item	Compound	NSD2 inh
1	CCC(=O)N(C)C[C@H]1Oc2ncc(C#Cc3ccncc3)cc2C(=O)N([C@H](C)CO)C[C@H]1C	7.2
2	C[C@@H]1CN([C@@H](C)CO)C(=O)c2cc(N(C)C)ccc2O[C@H]1CN(C)Cc1ccc(C(=O)Nc2ccccc2N)cc1	-0.8
3	C[C@@H]1CN([C@@H](C)CO)S(=O)(=O)c2ccc(-c3cccnc3)cc2O[C@H]1CN(C)CC1CCOCC1	-0.4
4	C/C=C/c1ccc2c(c1)O[C@H](CN(C)Cc1ccncc1)[C@H](C)CN([C@H](C)CO)S2(=O)=O	0.5
5	O=C(C[C@@H]1C[C@H]2c3cc(NC(=O)NC4CCCC4)ccc3O[C@H]2[C@H](CO)O1)NCc1ccccc1F	2.1
6	C[C@@H]1CCCCO[C@H](CN(C)S(=O)(=O)c2cn(C)cn2)[C@@H](C)CN([C@@H](C)CO)C(=O)c2cc(NS(=O)(=O)c3cccs3)ccc2O1	1.6
7	Cc1noc(C)c1S(=O)(=O)Nc1cccc2c1O[C@@H](CN(C)Cc1ccncc1)[C@@H](C)CN([C@@H](C)CO)C2=O	-4.1
8	C[C@H]1CN([C@@H](C)CO)C(=O)c2cc(NC(=O)CCC(F)(F)F)ccc2O[C@@H]1CN(C)Cc1ccc(Cl)c(Cl)c1	-2.7
9	C[C@H]1CN([C@@H](C)CO)S(=O)(=O)c2ccc(C#Cc3ccncc3)cc2O[C@@H]1CN(C)S(=O)(=O)c1ccc(F)cc1	2.8
10	CCOC(=O)C1=C(COCCN)NC(C)=C(C(=O)OC)C1c1ccccc1Cl (centres undefined)	7.0

# Later entries.
item	Compound	NSD2 inh
11	Cc1ccc(S(=O)(=O)Nc2ccc3c(c2)C(=O)N([C@@H](C)CO)C[C@H](C)[C@@H](CN(C)S(C)(=O)=O)OCCCC[C@@H](C)O3)cc1	-2.4
12	C[C@@H]1CN([C@@H](C)CO)C(=O)c2cc(NC(=O)CCN3CCOCC3)ccc2O[C@@H]1CN(C)CC1CC1	2.9
13	C[C@H](CO)N1C[C@H](C)[C@H](CN(C)C(=O)c2ccccc2)Oc2cc(C#C[C@@H](C)O)ccc2S1(=O)=O	-0.8
14	C[C@H](CO)N1C[C@H](C)[C@H](CN(C)C(=O)Nc2ccccc2)Oc2ccc(NC(=O)CCCN(C)C)cc2C1=O	4.5
15	C[C@H]1CN([C@@H](C)CO)C(=O)c2cc(NC(=O)Nc3ccccc3)ccc2O[C@@H]1CN(C)S(=O)(=O)c1ccc(F)cc1	-2.1
16	CC(C)C#Cc1ccc2c(c1)O[C@@H](CN(C)C(=O)NC(C)C)[C@H](C)CN([C@@H](C)CO)S2(=O)=O	-2.9
17	C[C@H](CO)N1C[C@H](C)[C@H](CN(C)C(=O)CC2CC2)Oc2ncc(C#CC(C)(C)O)cc2C1=O	-4.9
18	C[C@@H]1CN([C@@H](C)CO)C(=O)c2cc(NS(=O)(=O)c3ccc(Cl)cc3)ccc2O[C@@H](C)CCCCO[C@@H]1CN(C)Cc1ccc(C(=O)O)cc1	0.4
19	CCNC(=O)N1c2ccc(CC)cc2C(C)=CC1(C)C	-1.2
20	COc1ccc(NC(=O)Nc2ccc3c(c2)CC(=O)N([C@@H](C)CO)C[C@H](C)[C@@H](CN(C)Cc2ccc4c(c2)OCO4)O3)cc1	-10.7

# Two records picked at random from those above, as already listed:
item	Compound	NSD2 inh
17	C[C@H](CO)N1C[C@H](C)[C@H](CN(C)C(=O)CC2CC2)Oc2ncc(C#CC(C)(C)O)cc2C1=O	-4.9
12	C[C@@H]1CN([C@@H](C)CO)C(=O)c2cc(NC(=O)CCN3CCOCC3)ccc2O[C@@H]1CN(C)CC1CC1	2.9

# Further results follow.
item	Compound	NSD2 inh
21	COc1ccc(NC(=O)Nc2cccc3c2O[C@@H](CN(C)C(=O)Nc2ccc(F)cc2)[C@H](C)CN([C@H](C)CO)C3=O)cc1	6.0
22	Cc1ccc(S(=O)(=O)N(C)C[C@H]2Oc3c(cccc3N(C)C)C(=O)N([C@H](C)CO)C[C@H]2C)cc1	1.5
23	Cn1c(S(=O)(=O)CC(N)=O)nc2ccccc21	12.7
24	CCCC#Cc1ccc2c(c1)O[C@H](CN(C)C(C)=O)[C@@H](C)CN([C@H](C)CO)S2(=O)=O	-5.2
25	C[C@@H]1CN([C@@H](C)CO)C(=O)c2cccc(NC(=O)c3nc4ccccc4s3)c2O[C@@H]1CN(C)S(=O)(=O)c1cn(C)cn1	-1.5
26	C[C@@H]1CN([C@H](C)CO)C(=O)c2cccc(NS(=O)(=O)c3cccs3)c2O[C@@H]1CN(C)Cc1ccccc1	-3.2
27	Cc1noc(C)c1S(=O)(=O)Nc1ccc2c(c1)C(=O)N([C@H](C)CO)C[C@H](C)[C@@H](CN(C)C(=O)NC(C)C)OCCCC[C@@H](C)O2	-3.7
28	COC(=O)c1c2oc(c1C(=O)OC)C(=O)N(C)Cc1cn(nn1)C[C@H](Cc1ccccc1)NC(=O)N[C@H](CO)CC2	-0.3
29	CCCN(C)C[C@@H]1OCCCC[C@@H](C)Oc2ccc(NS(C)(=O)=O)cc2C(=O)N([C@@H](C)CO)C[C@@H]1C	-1.4
30	CN(C)C(=O)C[C@@H]1CC[C@@H](NC(=O)Nc2cccc(F)c2)[C@@H](CO)O1	-2.3

# The listing continues.
item	Compound	NSD2 inh
31	Cc1cc(C2(O)CSc3nc4cc(C(F)(F)F)ccc4n32)ccc1Cl (centres undefined)	-11.0
32	C[C@H]1CN([C@@H](C)CO)C(=O)c2cc(/C=C/c3ccccc3)cnc2O[C@H]1CN(C)C(=O)Nc1ccccc1F	-0.9
33	C[C@H](CO)N1C[C@H](C)[C@H](CN(C)C(=O)NC2CCCCC2)Oc2ccc(NC(=O)Nc3ccc4c(c3)OCO4)cc2CC1=O	1.9
34	C[C@H]1CN([C@@H](C)CO)C(=O)c2cc(NC(=O)C3CC3)ccc2O[C@H]1CN(C)S(=O)(=O)c1cccs1	-9.2
35	C[C@H](CO)N1C[C@H](C)[C@@H](CN(C)C(=O)c2ccccn2)Oc2ncc(-c3cccc(C#N)c3)cc2C1=O	2.0
36	C[C@H](CO)N1C[C@H](C)[C@H](CN(C)C(=O)Nc2ccccc2)Oc2ccc(NC(=O)c3ccncc3)cc2CC1=O	5.3
37	COc1ccc(CN(C)C[C@@H]2OCCCC[C@@H](C)Oc3ccc(NS(=O)(=O)c4c(C)noc4C)cc3C(=O)N([C@H](C)CO)C[C@@H]2C)cc1	2.4
38	Cc1noc(C)c1S(=O)(=O)N(C)C[C@@H]1Oc2ccc(NC(=O)Cc3cn(C)c4ccccc34)cc2CC(=O)N([C@@H](C)CO)C[C@@H]1C	-0.4
39	COCC(=O)N(C)C[C@H]1Oc2ncc(-c3ccc(F)cc3)cc2C(=O)N([C@@H](C)CO)C[C@@H]1C	-4.9
40	C[C@H]1CN([C@@H](C)CO)C(=O)Cc2cc(NC(=O)Cc3ccccc3)ccc2O[C@H]1CN(C)S(=O)(=O)c1ccc(Cl)cc1	-6.6

# Some of these compounds in order of number of heavy atoms, lowest first.
item	Compound	NSD2 inh
34	C[C@H]1CN([C@@H](C)CO)C(=O)c2cc(NC(=O)C3CC3)ccc2O[C@H]1CN(C)S(=O)(=O)c1cccs1	-9.2
35	C[C@H](CO)N1C[C@H](C)[C@@H](CN(C)C(=O)c2ccccn2)Oc2ncc(-c3cccc(C#N)c3)cc2C1=O	2.0
32	C[C@H]1CN([C@@H](C)CO)C(=O)c2cc(/C=C/c3ccccc3)cnc2O[C@H]1CN(C)C(=O)Nc1ccccc1F	-0.9

# Further compounds follow.
item	Compound	NSD2 inh
41	C[C@H]1CN([C@@H](C)CO)C(=O)Cc2cc(NC(=O)Nc3ccc(F)cc3)ccc2O[C@H]1CN(C)C	2.7
42	CC(=O)N(C)C[C@@H]1Oc2ncc(-c3ccc(C#N)cc3)cc2C(=O)N([C@H](C)CO)C[C@H]1C	7.2
43	Cc1ccc(S(=O)(=O)Nc2ccc3c(c2)CC(=O)N([C@H](C)CO)C[C@H](C)[C@@H](CN(C)C(=O)Nc2ccccc2)O3)cc1	-1.8
44	O=C(CCc1ccc(O)c(O)c1)C[C@H](CCc1ccc(O)c(O)c1)O[C@@H]1OC[C@@H](O)[C@H](O)[C@H]1O	9.4
45	COc1ccc(CN(C)C[C@@H]2Oc3ccc(NC(=O)Cn4cnnn4)cc3C(=O)N([C@H](C)CO)C[C@H]2C)cc1	9.8
46	Cc1noc(C)c1NC(=O)N(C)C[C@@H]1Oc2ccc(NC(=O)c3ccncc3)cc2CC(=O)N([C@@H](C)CO)C[C@H]1C	7.2
47	C[C@@H]1CN([C@H](C)CO)C(=O)c2cc(NS(=O)(=O)c3ccc(Cl)cc3)ccc2O[C@@H]1CN(C)S(=O)(=O)c1ccccc1	-2.6
48	C[C@@H]1CN([C@H](C)CO)C(=O)c2cc(NC(=O)Nc3ccc4c(c3)OCO4)ccc2O[C@@H](C)CCCCO[C@H]1CN(C)S(=O)(=O)c1cn(C)cn1	5.6
49	C[C@H]1CN([C@@H](C)CO)C(=O)c2cccc(NS(=O)(=O)c3ccc(F)cc3)c2O[C@H]1CN(C)CC1CC1	4.9
50	C[C@@H]1CCCCO[C@@H](CN(C)Cc2ccc3c(c2)OCO3)[C@H](C)CN([C@@H](C)CO)C(=O)c2cc(NC(=O)c3ccccc3)ccc2O1	0.3

# The list goes on.
item	Compound	NSD2 inh
51	CCS(=O)(=O)N(C)[C@H]1c2cc(C#N)ccc2OC(C)(C)[C@@H]1O	-4.0
52	CC(C)NC(=O)Nc1ccc2c(c1)C(=O)N([C@H](C)CO)C[C@H](C)[C@@H](CN(C)S(=O)(=O)c1cn(C)cn1)OCCCC[C@@H](C)O2	1.2
53	CC(C)CC#Cc1cnc2c(c1)C(=O)N([C@H](C)CO)C[C@@H](C)[C@@H](CN(C)C(=O)Cc1ccncc1)O2	-7.3
54	C[C@@H]1CN([C@@H](C)CO)C(=O)CCCn2nncc2CO[C@@H]1CN(C)Cc1cccc(C(F)(F)F)c1	1.1
55	C[C@@H]1CN([C@@H](C)CO)C(=O)c2cccc(NC(=O)c3ccncc3)c2O[C@@H]1CN(C)S(=O)(=O)c1cn(C)cn1	1.0
56	CC(C)CC#Cc1ccc2c(c1)O[C@H](CN(C)C(=O)c1cccnc1)[C@@H](C)CN([C@@H](C)CO)S2(=O)=O	6.1
57	C[C@H]1CN([C@@H](C)CO)C(=O)c2cc(NC(=O)Nc3cccc4ccccc34)ccc2O[C@H]1CN(C)C(=O)Nc1ccccc1	0.0
58	COc1ccc(CN(C)C[C@@H]2Oc3ccc(NS(=O)(=O)c4cccs4)cc3C(=O)N([C@H](C)CO)C[C@H]2C)cc1	-1.9
59	C[C@H]1CN([C@@H](C)CO)C(=O)c2cccc(NC(=O)CCCCCC(=O)Nc3ccccc3N)c2O[C@H]1CN(C)S(=O)(=O)c1ccc(Cl)cc1	4.1
60	C[C@H](CO)N1C[C@H](C)[C@H](CN(C)Cc2ccccc2)Oc2ccc(NC(=O)c3ccncc3)cc2C1=O	16.0

# (further entries)
item	Compound	NSD2 inh
61	C/C=C/c1ccc2c(c1)O[C@@H](CN(C)C(=O)COC)[C@H](C)CN([C@@H](C)CO)S2(=O)=O	-6.7
62	Cc1ccc(S(=O)(=O)N(C)C[C@H]2Oc3c(NC(=O)C4CCCCC4)cccc3C(=O)N([C@H](C)CO)C[C@@H]2C)cc1	-1.5
63	C=C(C)[C@@]12O[C@@H]1[C@@]1(C)C(=CC2=O)CC[C@@H](O)[C@@H]1C	-0.6
64	C[C@H]1CN([C@@H](C)CO)C(=O)c2cc(C#Cc3ccccn3)cnc2O[C@H]1CN(C)Cc1cncnc1	-2.2
65	O=C(C[C@H]1C[C@@H]2c3cc(NC(=O)Nc4ccccc4)ccc3O[C@@H]2[C@@H](CO)O1)NCc1ccccn1	-2.9
66	CC(C)(C)[C@@H]1C=C(C(=O)N2CCOCC2)O[C@H](OCc2ccc(CO)cc2)C1	-0.6
67	C[C@H]1CN([C@@H](C)CO)C(=O)c2cc(NC(=O)CCN3CCOCC3)ccc2O[C@@H]1CN(C)Cc1ccc(Oc2ccccc2)cc1	-4.2
68	CNC[C@@H]1OCCCC[C@H](C)Oc2ccc(NC(=O)C3CCCCC3)cc2C(=O)N([C@@H](C)CO)C[C@@H]1C	-2.9
69	C[C@@H]1CCCCO[C@H](CN(C)C(=O)Nc2cccc3ccccc23)[C@H](C)CN([C@@H](C)CO)C(=O)c2cc(NC(=O)Nc3ccccc3)ccc2O1	-0.9
70	C[C@H]1CN([C@@H](C)CO)C(=O)c2cc(NC(=O)Nc3ccc(C(F)(F)F)cc3)ccc2O[C@H]1CN(C)Cc1ccc(Cl)c(Cl)c1	1.3

# More structures follow:
item	Compound	NSD2 inh
71	C[C@@H]1CN([C@@H](C)CO)S(=O)(=O)c2ccc(C#CC3CC3)cc2O[C@H]1CN(C)C(=O)CC1CC1	2.8
72	C[C@@H]1CN([C@@H](C)CO)S(=O)(=O)c2ccc(-c3cncnc3)cc2O[C@H]1CN(C)C(=O)C1CC1	5.7
73	C[C@@H]1CCCCO[C@@H](CN(C)CC2CC2)[C@@H](C)CN([C@H](C)CO)C(=O)c2cc(NS(=O)(=O)c3cccs3)ccc2O1	1.9
74	Cc1ccc(S(=O)(=O)N(C)C[C@H]2Oc3ccc(NS(=O)(=O)c4ccccc4)cc3C(=O)N([C@@H](C)CO)C[C@H]2C)cc1	-1.0
75	C/C(=C\C=C\C(C)C)CCC/C(C)=C/COc1c(O)cc2c(c1O)CNC2=O	-3.1
76	C[C@H](CO)N1C[C@H](C)[C@@H](CN(C)S(=O)(=O)c2cn(C)cn2)Oc2ccc(NC(=O)c3ccncc3)cc2CC1=O	6.8
77	C[C@@H]1CN([C@@H](C)CO)C(=O)c2cc(C#Cc3ccc(F)cc3)cnc2O[C@@H]1CN(C)S(C)(=O)=O	-1.8
78	COc1ccc(S(=O)(=O)Nc2ccc3c(c2)CC(=O)N([C@@H](C)CO)C[C@@H](C)[C@H](CN(C)S(=O)(=O)c2cn(C)cn2)O3)cc1	-4.6
79	COC(=O)C[C@@H]1C=C[C@@H](NS(=O)(=O)c2ccccc2F)[C@@H](CO)O1	6.9
80	CNC[C@@H]1OCCCC[C@@H](C)Oc2ccc(NC(=O)Nc3ccc(F)cc3)cc2C(=O)N([C@@H](C)CO)C[C@@H]1C	-1.3
81	C[C@@H]1CN([C@H](C)CO)C(=O)c2cc(N(C)C)ccc2O[C@@H]1CN(C)Cc1ccc(Cl)c(Cl)c1	-2.8

# From PubChem BioAssay
